# Source: PubChem (several laboratories)
# FXIa inh 1536: human FXIa protease inhibitors, primary screen, biochemical, 1536-well; Coagulation factor XI (Homo sapiens), P03951; 220,000 tested, 0.14% active; inhibition, % at 5 µM; purified FXIa, Boc-Glu-Ala-Arg-AMC fluorogenic substrate;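 active = inhibition of at least 40%; inactive = inhibition below 40%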;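 also: fluorescence of freed AMC excited at 355 nm; 0% = enzyme without compound and 100% = no enzyme blank; many of its hits are not listed in these tables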
# Rad51 HR inh: human RAD51 strand exchange inhibitors, primary screen, biochemical, fluorescence | DNA repair protein RAD51 homolog 1 (Homo sapiens), Q06609 | hRad51 DNA strand exchange, fluorescence dequenching | inhibition, % at 10 µM | 200,000 tested, 0.085% active | AID 1385, 2008;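 active = inhibition above 40% at the single screening dose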;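 also: 0% = DMSO control wells and 100% = blanks with heterologous ssDNA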
#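 Read-out basis: percent inhibition relative to plate controls and blanks / Assay system: human Rad51 nucleoprotein filaments preassembled on unlabelled ssDNA / Timing: filaments 15 min 37 °C, then compound 30 min / Control set: per-plate controls and blanks / Technique: fluorescence dequenching at 485/520 nm / Compound: 10 µM final, single point / Also added: Fluorescein- and BHQ1-tagged 47-mer duplex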
# Furin inhibitor: human furin inhibitors, primary screen, biochemical, fluorescence intensity | purified furin, fluorogenic substrate cleavage | inhibition, % at 30 µM | 220,000 tested, 0.061% active | AID 463115, 2010; in the data active = inhibition above about 25%; also: inactives centre near -15
# PERK inh: block of dimerizer-induced PERK translation repression, primary screen, PERK inhibitor project, CHO PERK-DD cells, SEAP luminescence, HTS. CHO PERK-DD fusion, SEAP luminescence translation reporter. inhibition, % at 5.6 µM. 220,000 tested, 0.17% active;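 active = inhibition above the mean inhibition of all tested compounds plus 3 SD, set separately per screening campaign, cut at about 2.9% in these data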;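 also: PERK kinase domain activated by AP20187 dimerizer at 100 nM; 0% = DMSO with dimerizer and 100% = rapamycin at 8.4 µM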
# Target sequence (Q9NZJ5 whole entry, looked up, the tested form may be a part): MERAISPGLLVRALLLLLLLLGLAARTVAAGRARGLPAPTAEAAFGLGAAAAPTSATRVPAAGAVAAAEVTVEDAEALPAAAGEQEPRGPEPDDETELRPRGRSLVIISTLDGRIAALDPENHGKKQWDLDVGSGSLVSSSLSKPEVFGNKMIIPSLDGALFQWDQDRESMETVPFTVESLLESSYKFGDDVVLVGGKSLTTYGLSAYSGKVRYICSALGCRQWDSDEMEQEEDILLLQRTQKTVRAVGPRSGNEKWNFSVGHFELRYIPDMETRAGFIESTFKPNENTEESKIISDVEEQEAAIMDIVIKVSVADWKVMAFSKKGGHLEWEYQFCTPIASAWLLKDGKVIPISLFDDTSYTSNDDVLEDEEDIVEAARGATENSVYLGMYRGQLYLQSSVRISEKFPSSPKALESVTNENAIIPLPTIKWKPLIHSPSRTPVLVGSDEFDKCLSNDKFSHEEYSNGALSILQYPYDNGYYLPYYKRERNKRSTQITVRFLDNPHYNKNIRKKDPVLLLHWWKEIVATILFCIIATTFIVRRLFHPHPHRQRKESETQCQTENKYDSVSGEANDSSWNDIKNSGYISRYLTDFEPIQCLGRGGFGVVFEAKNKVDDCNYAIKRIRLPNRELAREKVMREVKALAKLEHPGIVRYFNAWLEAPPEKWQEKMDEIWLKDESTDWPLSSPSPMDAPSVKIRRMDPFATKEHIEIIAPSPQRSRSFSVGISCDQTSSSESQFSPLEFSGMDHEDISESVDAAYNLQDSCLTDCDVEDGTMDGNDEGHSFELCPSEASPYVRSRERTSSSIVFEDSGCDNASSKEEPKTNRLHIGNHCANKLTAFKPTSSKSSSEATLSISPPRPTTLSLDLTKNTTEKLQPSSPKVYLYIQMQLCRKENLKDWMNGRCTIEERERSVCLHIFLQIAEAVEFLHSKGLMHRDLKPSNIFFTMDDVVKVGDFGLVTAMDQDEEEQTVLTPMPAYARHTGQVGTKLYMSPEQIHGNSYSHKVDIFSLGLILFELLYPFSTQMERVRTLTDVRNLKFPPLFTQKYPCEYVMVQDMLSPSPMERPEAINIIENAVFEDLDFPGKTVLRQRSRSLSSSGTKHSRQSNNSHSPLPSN
# hK5 inh: human KLK5 protease inhibitors, primary screen, biochemical, 1536-well | Kallikrein-5 (Homo sapiens), Q9Y337 | recombinant hK5, fluorogenic AMC substrate cleavage | inhibition, % at 5 µM | 210,000 tested, 0.59% active | AID 873, 2007;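 active = inhibition of 40% or more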;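 also: 0% = enzyme controls without compound and 100% = no-enzyme blanks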
# KCC2 mod: KCC2 cotransporter modulators, thallium flux, primary screen, cell-based, HEK293 KCC2, FluoZin-2 fluorescence, MLSMR. 190,000 tested, 2.2% active. AID 1456, 2008. B-score of Tl+ flux slope (higher = more flux/activation; lower = inhibition) at 10 µM. KCC2 cells, thallium flux FluoZin-2 fluorescence. Solute carrier family 12 member 5 (Homo sapiens), Q9H2X9;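 active = thallium flux slope and its plate-corrected score both differing from the plate sample mean at a set confidence after two filtering rounds, in either direction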;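 also: slope of fluorescence scaled to starting intensity during 10 to 20 s after thallium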
# m-calpain inh: inhibitors of pig calpain II, primary screen, biochemical, fluorogenic peptide substrate, 1536-well. purified calpain II, 30 min. AID 1236, 2008. 220,000 tested, 0.37% active. inhibition, % at 16 µM;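 active = inhibition above about 50%, limit read from the data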
# thrombin 1536: human alpha-thrombin inhibitors, primary screen, counter-screen for coagulation protease inhibitor project, biochemical, 1536-well, fluorogenic AMC substrate | inhibition, % at 5 µM | Prothrombin (Homo sapiens), P00734 | AID 1046, 2008 | 220,000 tested, 0.26% active | Boc-VPR-AMC fluorogenic substrate cleavage;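 active = inhibition at or above 40%; inactive = inhibition below 40%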;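 also: 0% = enzyme with no compound and 100% = wells without enzyme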
#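 System – human alpha-thrombin protein · Reagent – Boc-VPR-AMC substrate, 15 µM final · Compound – 5 µM single dose in 0.2% DMSO · Schedule – reaction at room temperature · Technique – AMC fluorescence at 355 nm excitation and 460 nm emission · Read-out basis – % inhibition relative to enzyme controls and enzyme-free blanks · Control set – no-compound enzyme wells and no-enzyme blanks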
# FXIIa inh: human FXIIa protease inhibitors, primary screen, biochemical, 1536-well. purified FXIIa, Boc-QGR-AMC fluorogenic substrate, 2 h. inhibition, % at 5 µM. 220,000 tested, 0.3% active; in the data active = inhibition above about 40%;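 also: 0% = enzyme with no compound and 100% = blank without enzyme; many of its hits are not listed in these tables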
# Starred values were filed as active, the others as inactive; nt = not tested or not shown; [ ] = another dose, or the depositor's remark. The list is partial; count on the stated rates, not on these rows.
SMILES,FXIa inh 1536,Rad51 HR inh,Furin inhibitor,PERK inh,hK5 inh,KCC2 mod,m-calpain inh,thrombin 1536,FXIIa inh
CCCOC(=O)c1ccc(Cl)c(NC(=O)c2cccnc2)c1,-2,7,-13,0.3,1,nt,-7,8,2
Cc1ccc(C(=O)CN(C(=O)c2ccc(Cl)cc2)N2C(=O)c3ccccc3C2=O)cc1,-5,-6,-17[20 µM],-0.3,-7,nt,-18,-5,9
Cc1ccccc1N1CCN(Cc2nc(Cc3ccccc3F)no2)CC1,5,nt,-15,-0.1,5,-1.2,20,-2,7
CC(=O)N1c2c(cc(Br)cc2S(=O)(=O)NCC2COc3ccccc3O2)CC1C (stereo not drawn),-2,5,-15[20 µM],-0.7,-3,-1.7,0,-1,5
CCOC(=O)c1c(-c2ccccc2)csc1NC(=O)CSc1nnc(C)s1,10,25,-10,-1.6,33,0.099,25,24,14
CCCN1C(=O)c2cc(C(=O)NCCc3cccc(C)c3)ccc2C1O (stereo not drawn),-6,3,-4,0.9,-2,-0.042,15,-4,13
O=C1N=c2ccccc2=C1c1sc(=S)n(NC(=O)c2ccccc2)c1O,4,11,-23,2.8,2,0.48,16,-1,6
COc1ccc(S(=O)CC(=O)Nc2ccccc2Cl)cc1 (stereo not drawn),1,-6,-22,1.4,0,-0.057,-25,-1,9
Cc1ccccc1C(=O)N1CCN(c2ncnc3c2cnn3-c2ccccc2)CC1,-4,1,-22[20 µM],-0.4,-1,-0.39,6,1,10
O=C(C1=C(O)C(=O)N(Cc2ccco2)C1c1cccs1)c1cccs1 (stereo not drawn),8,nt,-18,0.3,-15,-1.9,-2,-1,11
CCOC(=O)C1CCN(c2nc3ccccc3n2CC(=O)c2ccccc2)CC1,-4,-3,-27,-0.4,-7,0.054,-17,-11,7
COc1ccc(/C=C/C(=O)OCC(=O)NCc2ccco2)c(OC)c1,0,-4,-19,1.0,-6,-0.54,-21,-1,-5
O=C(CSc1n[nH]c(=O)[nH]c1=O)c1ccc(Cl)cc1Cl,4,21,-14,-0.6,3,-0.14,-15,2,6
CCOC(=O)CCNC(C(=O)OCC)c1ccccc1 (stereo not drawn),-11,0,-24[20 µM],0.4,3,0.84,1,2,16
CCNc1nc(NCC)n2c(SCC(=O)c3ccccc3F)nnc2n1,0,12,-27,-0.3,-9,-0.14,11,0,12
O=C(Nc1ccc2sccc2c1)c1cccc(N2C(=O)CCC2=O)c1,-3,4,-31,2.0,3,-0.87,-8,-1,11
COC(=O)c1ccc(N2CCCCC2)c(NS(=O)(=O)c2ccc(C)cc2)c1,2,-7,-12[20 µM],-0.4,-14,nt,-18,-11,11
Cc1ccccc1Nc1nc(N)nc(COC(=O)c2cccc(S(=O)(=O)N(C)c3ccccc3)c2)n1,14,nt,-1,-2.0,-10,-1.9,23,-2,5
COCCn1c(C)cc(C2=NNC(=Nc3ccc(Cl)cc3Cl)SC2)c1C,4,-6,1[20 µM],0.3,4,0.5,-21,8,16
CCOc1ccc2c(c1)C(C)=CC(C)(C)N2C(=O)Nc1ccccc1,-9,-10,-22[20 µM],-0.1,-1,0.0064,-303,-8,-15
COc1ccc(Cn2c(=O)[nH]c3cc(C(=O)NCCCOC(C)C)ccc3c2=O)cc1,5,3,-16,0.8,13,0.47,-11,-2,5
Cc1cc(=O)c2n(Cc3ccc(Cl)cc3)nc[n+]2[nH]1,3,-37,-34,0.6,-18,-0.52,-32,4,17
CC(C)N1CCC(N2CCN(C3CCCC3)CC2CCO)CC1 (stereo not drawn),-2,nt,-21,0.4,0,0.25,-6,-3,10
Cc1cc(C)cc(NC(=O)C(=S)NCc2ccccc2)c1,0,nt,-35,2.9*,nt,0.23,-1,-4,6
CC(=O)Nc1ccc(NC(=O)CSc2nnc(C3CC3)n2C)cc1,1,5,-5,-0.5,0,0.34,18,2,9
CC(C)N(C(=S)Nc1cccc(S(=O)(=O)N(C)C)c1)c1ccccc1,4,nt,-6,0.8,3,-0.88,-10,2,12
CCC(C)NC(=O)CN(c1cc(C)cc(C)c1)S(=O)(=O)c1c(C)[nH]c(=O)[nH]c1=O (stereo not drawn),0,-19,-16,0.7,3,0.18,17,-2,4
O=C(COC(=O)/C=C/C(=O)OCC(=O)Nc1ccccc1F)Nc1ccccc1F,2,-1,-12,0.1,-3,-1.4,-13,-2,7
c1ccc2sc(N3CCCN(Cc4nc(-c5cnccn5)no4)CC3)nc2c1,0,-5,-12,-0.5,nt,1.3,19,-7,4
C[C@@H]1NC(=O)c2cc([N+](=O)[O-])cc(I)c2OCC[C@@H](C(N)=O)NC(=O)[C@H](CCCCN)NC1=O,7,8,-12,1.4,-4,-0.5,-7,1,15
CCN(CC)CCOC(=O)CCc1cccc2ccccc12,-2,9,-15[20 µM],1.1,-13,0.37,-2,-2,2
C=CCN1CC(c2nc3ccccc3n2Cc2ccccc2)CC1=O (stereo not drawn),3,-37,-21,-0.1,-19,-1.8,-30,2,19
O=C(Cc1n[nH]c(=O)c2ccccc12)OCC(=O)N(Cc1ccccc1)Cc1ccccc1,4,-23,-5,-0.1,5,-2.5,16,-1,8
O/N=C/c1cn(-c2ccc(Cl)cc2)nn1,-5,16,-23,0.2,-14,0.74,6,0,1
CN(CC#CC(O)(c1ccccc1)c1ccccc1)C(C)(C)C,11,15,-10,1.1,1,0.6,6,-2,12
O=c1c2ccccc2nc2n1C(CSCc1ccc(Cl)cc1)CS2 (stereo not drawn),5,0,-18[20 µM],-0.7,7,-1.7,9,3,2

# Eleven entries out of the list, ordered by number of heavy atoms, low to high.
SMILES,FXIa inh 1536,Rad51 HR inh,Furin inhibitor,PERK inh,hK5 inh,KCC2 mod,m-calpain inh,thrombin 1536,FXIIa inh
O/N=C/c1cn(-c2ccc(Cl)cc2)nn1,-5,16,-23,0.2,-14,0.74,6,0,1
Cc1cc(C)cc(NC(=O)C(=S)NCc2ccccc2)c1,0,nt,-35,2.9*,nt,0.23,-1,-4,6
CCN(CC)CCOC(=O)CCc1cccc2ccccc12,-2,9,-15[20 µM],1.1,-13,0.37,-2,-2,2
CC(C)N1CCC(N2CCN(C3CCCC3)CC2CCO)CC1 (stereo not drawn),-2,nt,-21,0.4,0,0.25,-6,-3,10
CC(=O)Nc1ccc(NC(=O)CSc2nnc(C3CC3)n2C)cc1,1,5,-5,-0.5,0,0.34,18,2,9
C=CCN1CC(c2nc3ccccc3n2Cc2ccccc2)CC1=O (stereo not drawn),3,-37,-21,-0.1,-19,-1.8,-30,2,19
c1ccc2sc(N3CCCN(Cc4nc(-c5cnccn5)no4)CC3)nc2c1,0,-5,-12,-0.5,nt,1.3,19,-7,4
CCC(C)NC(=O)CN(c1cc(C)cc(C)c1)S(=O)(=O)c1c(C)[nH]c(=O)[nH]c1=O (stereo not drawn),0,-19,-16,0.7,3,0.18,17,-2,4
O=C(COC(=O)/C=C/C(=O)OCC(=O)Nc1ccccc1F)Nc1ccccc1F,2,-1,-12,0.1,-3,-1.4,-13,-2,7
O=C(Cc1n[nH]c(=O)c2ccccc12)OCC(=O)N(Cc1ccccc1)Cc1ccccc1,4,-23,-5,-0.1,5,-2.5,16,-1,8
C[C@@H]1NC(=O)c2cc([N+](=O)[O-])cc(I)c2OCC[C@@H](C(N)=O)NC(=O)[C@H](CCCCN)NC1=O,7,8,-12,1.4,-4,-0.5,-7,1,15

# Following part
SMILES,FXIa inh 1536,Rad51 HR inh,Furin inhibitor,PERK inh,hK5 inh,KCC2 mod,m-calpain inh,thrombin 1536,FXIIa inh
Cc1ccc(CN2C(=O)CCC2C(=O)NCc2ccc(F)cc2)cc1 (stereo not drawn),-4,-2,-9,0.0,3,nt,9,-6,-2
Clc1ccccc1Oc1cnc2ccccc2n1,3,-2,-1[20 µM],-0.4,-5,0.0092,14,0,5
O=C(CSc1nnc(-c2cccs2)n1Cc1ccccc1)N1CCc2ccccc2C1,-5,15,-9[20 µM],-1.2,2,-5.7*,-12,1,7
Cc1ccc(OCCNC(=O)C2CCCCC2)cc1,1,1,-24,0.1,0,-0.22,-14,-6,6
O=C(COC(=O)c1cccnc1)c1ccc(Cl)c(Cl)c1,3,-4,-11[20 µM],-0.6,-10,0.33,4,5,12
COc1ccc(-c2c(C(C)=O)c(C)nc3sc4c(c23)NC(c2ccccc2)NC4=O)cc1 (stereo not drawn),-7,9,-18[20 µM],-0.1,-50,1.4,-280,-7,2
c1ccc(CC2CCN(C3=Nc4cccc5cccc3c45)CC2)cc1,7,nt,-2[20 µM],-0.9,5,-0.92,-90,-2,15
O=C(O)c1ccc(N2C(=O)c3cccnc3C2=O)cc1,2,-2,-23,1.4,-5,0.055,-25,-7,6
COCC(C)n1c(SCC(=O)NCCC2=CCCCC2)nc2ccccc2c1=O (stereo not drawn),-5,4,-4[20 µM],-2.1,-13,0.53,-12,-5,10
CCc1ccccc1NC(=O)CSc1nnc(-c2ccncc2)o1,11,-3,-16,-0.3,-5,-0.18,6,-4,3
CSc1cccc(NC(=O)CN(c2ccccc2)S(=O)(=O)N(C)C)c1,-10,-4,-2[20 µM],-0.5,-28,-0.024,-66,-1,2
COC(=O)c1ccc(NC(=O)c2ccccc2NS(=O)(=O)c2ccccc2)cc1,1,7,-12[20 µM],0.4,-1,nt,-12,1,16
COc1ccc(N2CCN(Cc3nc(N)nc(N4CCCc5ccccc54)n3)CC2)cc1,-17,7,4,-0.1,-3,-0.35,-9,-6,0
COCC(=O)N1CCCC(C(=O)c2ccc(-c3ccccc3)c(F)c2)C1 (stereo not drawn),4,nt,-19,0.1,17,-3,31,2,10
CN(C)C(=O)Cn1c(SCC(=O)NC2CCCCC2)nc2ccccc21,-6,0,-14[20 µM],-0.9,-19,-0.63,-11,-3,-1
CC(C)COP(=O)(OCC(C)C)C(Nc1ccccc1)c1ccc(F)cc1 (stereo not drawn),3,14,9,-0.7,-6,-0.62,27,-14,6
CC(=O)Nc1ccc(S(=O)(=O)NCC(=O)NCCc2ccc(S(N)(=O)=O)cc2)cc1,1,2,-25,-0.5,-5,1.1,3,3,-4
O=C(COc1ccc([N+](=O)[O-])cc1Cl)NCC1CCCO1 (stereo not drawn),1,nt,-10,1.1,-1,0.064,9,0,8
Brc1ccc(COc2ncnc3ccccc23)cc1,-5,0,-15,0.1,-3,1,-3,-6,6
CC1=CN2C(=N)/C(=C/c3ccco3)C(=O)N=C2S1,-7,0,-11,0.6,-1,4,7,-2,5

# Ordered by SMILES length (low to high): some entries from above.
SMILES,FXIa inh 1536,Rad51 HR inh,Furin inhibitor,PERK inh,hK5 inh,KCC2 mod,m-calpain inh,thrombin 1536,FXIIa inh
CC1=CN2C(=N)/C(=C/c3ccco3)C(=O)N=C2S1,-7,0,-11,0.6,-1,4,7,-2,5
O=C(COc1ccc([N+](=O)[O-])cc1Cl)NCC1CCCO1 (stereo not drawn),1,nt,-10,1.1,-1,0.064,9,0,8
COCC(=O)N1CCCC(C(=O)c2ccc(-c3ccccc3)c(F)c2)C1 (stereo not drawn),4,nt,-19,0.1,17,-3,31,2,10
